TDP-43 yeast inh: qHTS of TDP-43 Inhibitors. TDP-43 expressing yeast growth rescue, BacTiter-Glo, 24 h. Potency, µM (highest dose often 46.1 µM), for the others: at the highest dose growth rescue (activation), hits mostly activators. actives 1.8% (n = 410,000). AID 652104, 2013; further: potency means the concentration at half of the fitted maximal effect; % of control where 0% means no effect; nearly all actives have a fitted effect of over 50% in size
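Cell-based yeast growth screen: TDP-43 expression induced in galactose, inoculum OD600=0.02 after raffinose pregrowth to mid-log. Read-out BacTiter-Glo luminescence at 24 hr, 30 deg C; inhibition of toxicity seen as signal increase.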
aSyn rescue: qHTS of alpha-syn Inhibitors | actives 0.14% (n = 370,000) | Potency, µM (titrated, usually from 46.1 µM), without a hit: top-dose growth rescue (activation), hits mostly activators | Yeast expressing alpha-synuclein, growth rescue, BacTiter-Glo, 24 h; further: potency means the concentration at half of the fitted maximal effect; % of control where 0% means no effect; nearly all actives have a fitted effect of over 65% in size
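Screening used galactose-induced yeast with toxic alpha-synuclein levels, exposed to compound for 24 hr at 30 deg C. Cell growth, read with BacTiter-Glo luminescence, gave the measured signal.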
DRD3 agonist: qHTS of D3 Dopamine Receptor Agonist: qHTS. D3R DiscoveRx beta-arrestin cells, luminescence, 90 min. max activation, %. actives 0.58% (n = 410,000). AID 652048, 2013; in the data active means max activation above about 30%; further: 0% is about no effect; mostly tested at two doses, the higher about 12 µM
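Agonist-mode cell screen: cells plated at 1500/well and incubated overnight at 37 °C, then exposed to library compounds for 90 min at 37 °C. Detection reagent was added for 30–60 min at room temperature, and luminescence was read.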
EPAC2 antagonist: qHTS for Antagonist of cAMP-regulated guanine nucleotide exchange factor 2 (EPAC2): primary screen; Rap guanine nucleotide exchange factor 4 (Homo sapiens), Q8WZA2; EPAC2 GEF exchange of Rap1B-BODIPY-GDP, fluorescence; Potency, µM (doses to about 114 µM), for inactives: top-dose activity, negative = inhibition, most hits filed as inhibitors; actives 0.18% (n = 360,000); further: potency means the concentration at half of the fitted maximal effect; on the % scale 0 is the no-effect control and ±100 the full control effect; nearly all actives have a fitted effect of over 45% in size; many of its hits are not listed in these tables
Target sequence (Q8WZA2 whole entry, looked up): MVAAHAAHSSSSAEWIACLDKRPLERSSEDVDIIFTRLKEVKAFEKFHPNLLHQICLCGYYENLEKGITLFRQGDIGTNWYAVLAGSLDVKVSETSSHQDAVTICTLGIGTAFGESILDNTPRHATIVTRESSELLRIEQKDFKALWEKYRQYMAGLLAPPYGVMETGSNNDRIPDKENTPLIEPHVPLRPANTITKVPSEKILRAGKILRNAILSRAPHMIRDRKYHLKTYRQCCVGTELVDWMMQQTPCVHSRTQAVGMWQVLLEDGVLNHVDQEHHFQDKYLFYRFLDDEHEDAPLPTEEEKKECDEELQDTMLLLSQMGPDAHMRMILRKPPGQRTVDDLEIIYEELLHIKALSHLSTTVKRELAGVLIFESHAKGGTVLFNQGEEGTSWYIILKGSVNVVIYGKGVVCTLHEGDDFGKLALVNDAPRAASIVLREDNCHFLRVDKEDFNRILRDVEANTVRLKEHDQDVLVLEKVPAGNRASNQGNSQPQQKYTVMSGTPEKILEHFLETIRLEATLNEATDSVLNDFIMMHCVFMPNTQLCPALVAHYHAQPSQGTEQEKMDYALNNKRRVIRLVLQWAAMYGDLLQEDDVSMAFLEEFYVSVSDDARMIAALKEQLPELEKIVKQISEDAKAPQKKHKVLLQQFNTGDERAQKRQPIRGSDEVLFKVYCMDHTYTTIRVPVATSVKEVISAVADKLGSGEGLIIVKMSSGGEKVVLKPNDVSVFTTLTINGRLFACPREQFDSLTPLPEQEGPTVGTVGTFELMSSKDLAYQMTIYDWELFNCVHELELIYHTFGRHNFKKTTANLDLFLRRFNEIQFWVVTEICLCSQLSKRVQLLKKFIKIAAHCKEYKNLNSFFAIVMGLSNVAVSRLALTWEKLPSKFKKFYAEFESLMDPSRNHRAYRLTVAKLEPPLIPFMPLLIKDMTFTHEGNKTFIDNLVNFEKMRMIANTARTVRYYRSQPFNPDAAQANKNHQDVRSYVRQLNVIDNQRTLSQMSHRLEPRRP
DRD3 antagonist: qHTS of D3 Dopamine Receptor Antagonist: qHTS | D(3) dopamine receptor (Homo sapiens), P35462 | D3R cells, DiscoveRx beta-arrestin luminescence, antagonist mode; stronger effect = lower value | max response, negative = inhibition, % | actives 2.5% (n = 360,000) | AID 652054, 2013; in the data active means max response below about -50%; inconclusive means no clear call, values can overlap the other calls; further: on the % scale 0 is the no-effect control and ±100 the full control effect; mostly tested at two doses, the higher about 12 µM
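Cells expressing the human receptor were seeded at 1500 cells/well, incubated overnight at 37 degrees C in 5% CO2, then exposed to library compounds with dopamine controls for 90 minutes at 37 degrees C before luminescent detection.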
FUS suppressor: qHTS for Suppressors of FUS Proteinopathy: Primary screen using FUS-linked yeast assay. S. cerevisiae FUS-expressing, growth rescue, OD600, 24 h. Potency, µM (top dose mostly 76.6 µM), inactives show top-dose growth rescue (activation), usual class: activators. actives 0.24% (n = 390,000);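 further: potency means the concentration at half of the fitted maximal effect; plate controls were DMSO vehicle for no effect and reference control for full effect; nearly all actives have a fitted effect of over 55% in size; some results filed as inactive show a strong effect at the top dose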
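Compound concentration series was pinned onto galactose-induced FUS-expressing yeast seeded at OD 0.005. Plates sat 24hr at 30C; absorbance at 600 nm gave growth. DMSO served as background control.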
Abeta rescue: qHTS for compounds that reverse cellular toxicity of Amyloid beta (A-beta) peptide in yeast: Primary Screen. yeast expressing A-beta42, growth rescue, OD600, 48 h; response scale: 0% DMSO, 100% iron-clioquinol control. Potency, µM (highest dose often 46.1 µM), for inactives: at the highest dose growth rescue, hits mostly activators. actives 0.063% (n = 410,000). AID 1347071, 2019; further: potency means the concentration at half of the fitted maximal effect; nearly all actives have a fitted effect of over 55% in size
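Yeast growth medium received pinned compounds, then yeast cells expressing toxic A-beta were added; plates incubated at 30 C for 48 hr. Growth read as absorbance at 600 nm, normalized to DMSO and equimolar FeCl3 plus clioquinol controls.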
EPAC2 agonist: qHTS for Agonist of cAMP-regulated guanine nucleotide exchange factor 4 (EPAC2): primary screen. Potency, µM (doses to about 154 µM), for inactives: at the highest dose activation, most hits filed as activators. EPAC2 activation, biochemical qHTS; response scale: 100% = 6.5 mM cAMP response. AID 720711, 2013. actives 0.079% (n = 360,000). Rap guanine nucleotide exchange factor 4 (Homo sapiens), Q8WZA2; further: potency means the concentration at half of the fitted maximal effect; nearly all actives have a fitted effect of over 50% in size
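Nucleotide exchange monitored as fluorescence drop when BODIPY-GDP leaves Rap1B. Reaction: 100 nM EPAC2, 250 nM RAP1B-BODIPY-GDP, 50 uM GDP, room temperature, kinetic read over 30 min. Activity expressed relative to 6.5 mM cAMP.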
Numbers without * were called inactive; & = joins results of further samples; [ ] = another dose, or the depositor's remark. Unless noted, the call rests on the fitted dose curve; in most records, active means well fitted curve in the direction sought with a large enough effect; inconclusive means small, poorly fitted or top-dose-only effect, or another doubt; inactive means no such curve, though single readings can be large; an effect the other way counts as inactive or inconclusive. Only part of the results is shown (hit frequency here may not be typical).

CC(Oc1cc2oc(=O)c3c(c2cc1Cl)CCC3)C(=O)NCCN1CCOCC1 (stereo unspecified) was read as TDP-43 yeast inh -8.4%, aSyn rescue -15.0%, DRD3 agonist -6.1, EPAC2 antagonist 3.7%, DRD3 antagonist -5.1, FUS suppressor 35.4%, Abeta rescue -0.4% and EPAC2 agonist 4.0%.
CCOC(=O)c1sc(N)nc1C(C)C was read as TDP-43 yeast inh 23.4%, aSyn rescue -5.2%, DRD3 agonist 2.8, EPAC2 antagonist 4.2%, DRD3 antagonist -13.0, FUS suppressor -24.1%, Abeta rescue 18.9% and EPAC2 agonist 7.4%.
For CCC(=O)Nc1c(C)ccc2nsnc12 the results were TDP-43 yeast inh inconclusive, aSyn rescue -3.8%, DRD3 agonist -6.0, EPAC2 antagonist 18.2%, DRD3 antagonist -9.3, FUS suppressor 4.4%, Abeta rescue -11.3% and EPAC2 agonist 8.7%.
Cc1ccccc1CN1CCN(Cc2ccc3cccc(F)c3n2)CC1CCO (stereo unspecified) was read as TDP-43 yeast inh -15.0%, aSyn rescue -1.2%, DRD3 agonist -21.7, EPAC2 antagonist -2.4%, DRD3 antagonist inconclusive, FUS suppressor 11.4%, Abeta rescue 8.7% and EPAC2 agonist 6.1%.
Screening CCOc1cc(CNc2ccc3cn[nH]c3c2)ccc1OC returned TDP-43 yeast inh -1.4%, aSyn rescue -9.7%, DRD3 agonist -6.3, EPAC2 antagonist 6.5%, DRD3 antagonist -9.8, Abeta rescue 0.0% and EPAC2 agonist 13.8%.
Screening O=C(NC1CCCC1)C(=O)N(Cc1cccnc1)C(C(=O)NCC1CCCO1)c1ccco1 (stereo unspecified) returned TDP-43 yeast inh 0.8%, aSyn rescue 0.4%, DRD3 agonist 0.7, EPAC2 antagonist 1.0%, DRD3 antagonist 7.4, FUS suppressor -17.5%, Abeta rescue -12.0% and EPAC2 agonist -4.0%.
CCOC(=O)c1ccc(NC(=O)c2ccc(-c3cccc(Cl)c3C)o2)cc1 was read as TDP-43 yeast inh 23.5%, DRD3 agonist 13.9, FUS suppressor 6.4% and Abeta rescue -1.5%.
For CC(C)=CCc1cc([C@@H]2COc3c(ccc4c3C=CC(C)(C)O4)C2)c(O)cc1O the results were TDP-43 yeast inh inconclusive, aSyn rescue -78.4%[inhibitor], DRD3 agonist 12.9, EPAC2 antagonist -14.2%, DRD3 antagonist -4.8, FUS suppressor inconclusive, Abeta rescue -74.9%[inhibitor] and EPAC2 agonist -8.9%.
`COc1ccc(CN2CCN(CCSc3ccc(C)cc3)CC2)c(OC)c1OC` gave TDP-43 yeast inh 4.3%, aSyn rescue 6.5%, DRD3 agonist -6.6, EPAC2 antagonist 2.3%, DRD3 antagonist -27.8, FUS suppressor 0.9%, Abeta rescue 4.8% and EPAC2 agonist 8.5%.
CC1CCCN(Cc2c(O)ccc3c(=O)c(Oc4ccccc4Cl)c(C(F)(F)F)oc23)C1 (stereo unspecified) was read as TDP-43 yeast inh 11.4%, DRD3 agonist 2.1, FUS suppressor 4.1% and Abeta rescue 16.8%.
For O=C(CN(C(=O)CNC(=O)c1cccs1)c1ccccc1F)NC1CCCC1 the results were TDP-43 yeast inh 3.6%, aSyn rescue -0.9%, DRD3 agonist 3.2, EPAC2 antagonist inconclusive, DRD3 antagonist 5.7, FUS suppressor -13.4%, Abeta rescue 2.5% and EPAC2 agonist -4.6%.
Screening COc1cc(S(=O)(=O)Nc2ccc3c(c2)C(=O)N(C)C3=O)ccc1NC(C)=O returned TDP-43 yeast inh -20.3%, aSyn rescue -2.9%, DRD3 agonist -4.0, EPAC2 antagonist 4.6%, DRD3 antagonist -0.5, FUS suppressor 12.6%, Abeta rescue -4.6% and EPAC2 agonist 5.5%.
Cc1c2cnn(CC(=O)NCCN3CCOCC3)c(=O)c2c(C)n1Cc1ccc(F)cc1 was read as TDP-43 yeast inh 3.8%, aSyn rescue 0.0%, DRD3 agonist 5.3, EPAC2 antagonist 0.9%, DRD3 antagonist -28.1, FUS suppressor -14.7%, Abeta rescue -17.6% and EPAC2 agonist 6.6%.
`O=C(Nc1ccc2nc3n(c(=O)c2c1)CCCCC3)c1ccccc1[N+](=O)[O-]` gave TDP-43 yeast inh -14.1%, aSyn rescue -14.4%, DRD3 agonist 4.1, EPAC2 antagonist -3.0%, DRD3 antagonist -12.5, FUS suppressor 2.2%, Abeta rescue -4.1% and EPAC2 agonist -1.5%.
For CS(=O)(=O)NCCSCc1c(F)cccc1Cl the results were TDP-43 yeast inh 6.2%, aSyn rescue 3.6%, DRD3 agonist 3.6, EPAC2 antagonist 6.9%[57.1 µM], DRD3 antagonist -3.4, FUS suppressor -12.3%, Abeta rescue 29.1% and EPAC2 agonist -10.2%.
For CCOc1ccc(OCC(=O)OC(C)C(=O)Nc2ccc(Cl)cn2)cc1 (stereo unspecified) the results were TDP-43 yeast inh 19.0%, aSyn rescue 0.1%, DRD3 agonist -3.1, EPAC2 antagonist -2.5%, DRD3 antagonist 17.4, FUS suppressor 2.3%, Abeta rescue inconclusive and EPAC2 agonist -3.1%.
`O=C(O)/C=C/C(=O)Nc1ccc(OCc2ccccc2)cc1` gave TDP-43 yeast inh 2.1%, aSyn rescue 11.2%, DRD3 agonist -1.2, EPAC2 antagonist 6.6%, DRD3 antagonist 3.0, FUS suppressor 11.0%, Abeta rescue -32.9%[inhibitor] and EPAC2 agonist 1.8%.
`CCCCn1c(SCC(=O)OCC)nnc1-c1ccoc1C` gave TDP-43 yeast inh 8.0%, aSyn rescue 0.7%, DRD3 agonist 3.1, EPAC2 antagonist 0.7%, DRD3 antagonist 0.5, FUS suppressor 14.6%, Abeta rescue 16.0% and EPAC2 agonist 1.2%.
O=C(NC1CCS(=O)(=O)C1)c1sc2ccccc2c1Cl (stereo unspecified) was read as TDP-43 yeast inh -1.7%[9.22 µM], aSyn rescue -1.6%, DRD3 agonist 1.6, EPAC2 antagonist 7.0%, DRD3 antagonist 8.7, FUS suppressor 17.8%, Abeta rescue -0.3% and EPAC2 agonist 4.2%.
CC1CCCCN1C(=O)CCS(=O)(=O)c1cc2c(cc1Cl)NC(=O)CO2 (stereo unspecified) was read as TDP-43 yeast inh 16.5%&4.8%, aSyn rescue 4.4%&-0.3%, DRD3 agonist 1.1&6.1, EPAC2 antagonist -0.8%, DRD3 antagonist 7.0, FUS suppressor -14.8%&-8.3%, Abeta rescue -44.5%&-22.2%[inhibitor] and EPAC2 agonist 1.8%.
`COc1ccc(NC(=O)C23CCC(C2)C(C)(C)C3=O)cc1` (stereo unspecified) gave TDP-43 yeast inh 17.9%, aSyn rescue 0.9%, DRD3 agonist -1.3, EPAC2 antagonist 1.2%, DRD3 antagonist -5.2, FUS suppressor 3.4%, Abeta rescue 3.3% and EPAC2 agonist -2.9%.
O=C(Nc1cccc(NC(=O)N2CCN(c3ccccc3)CC2)c1)N1CCN(c2ccccc2)CC1 was read as TDP-43 yeast inh -5.3%, aSyn rescue 0.3%, DRD3 agonist 5.9, EPAC2 antagonist -1.2%, DRD3 antagonist 77.4, FUS suppressor inconclusive, Abeta rescue -5.2% and EPAC2 agonist -2.7%.
Screening O=C(Nc1c[nH]c(=O)[nH]c1=O)c1cc([N+](=O)[O-])cc([N+](=O)[O-])c1 returned TDP-43 yeast inh -12.1%, aSyn rescue 0.7%, DRD3 agonist 0.5, EPAC2 antagonist 2.3%, DRD3 antagonist -11.4, FUS suppressor -12.5%, Abeta rescue -18.7% and EPAC2 agonist 2.2%.
Screening CCOC(=O)c1scc(-c2ccc(C)cc2)c1S(=O)(=O)Nc1cc(Cl)ccc1OC returned TDP-43 yeast inh -0.1%, DRD3 agonist -15.7, FUS suppressor 1.3% and Abeta rescue -21.4%.
For Cc1cc(C(=O)CSc2ccccc2)cc(C)c1O the results were TDP-43 yeast inh inconclusive, aSyn rescue 7.8%, DRD3 agonist -5.6, EPAC2 antagonist -22.7%, DRD3 antagonist 1.3, FUS suppressor -12.0%, Abeta rescue -3.8% and EPAC2 agonist 7.9%.
COc1ccc([C@H]2C[C@H](O)[C@@H](n3cc(-c4ccc(F)cc4)nn3)CN2Cc2cccs2)cc1 was read as TDP-43 yeast inh 3.9%, aSyn rescue inconclusive, DRD3 agonist -3.7, EPAC2 antagonist 2.3%, DRD3 antagonist -15.7, FUS suppressor 30.7%, Abeta rescue 5.4% and EPAC2 agonist 10.7%.
For CC[C@]12c3[nH]c4ccc(Cl)cc4c3CCN1C(=O)[C@@H](CC(=O)NCc1ccco1)C[C@@H]2C(=O)N1CCN(C(=O)C2CC2)CC1 the results were TDP-43 yeast inh 0.8%, aSyn rescue 7.9%, DRD3 agonist -11.5, EPAC2 antagonist 4.2%, DRD3 antagonist 2.1, FUS suppressor 27.0%, Abeta rescue -11.6% and EPAC2 agonist 20.1%.
O=C(NCCO)N1c2ccccc2Sc2ccccc21 was read as TDP-43 yeast inh 5.7%, aSyn rescue -1.0%, DRD3 agonist 2.9, EPAC2 antagonist 1.0%, DRD3 antagonist 4.7, FUS suppressor -4.2%, Abeta rescue 19.8% and EPAC2 agonist 0.1%.
Screening OC(c1ccc(F)cc1)c1ncc(-c2ccc(Oc3ccccc3)cc2)[nH]1 (stereo unspecified) returned TDP-43 yeast inh 17.9%, aSyn rescue 0.7%, DRD3 agonist 5.7, EPAC2 antagonist -16.4%, DRD3 antagonist 48.6, FUS suppressor 15.4%, Abeta rescue -4.4% and EPAC2 agonist 6.0%.
O=C(N/N=C/c1c[nH]c2ccccc12)c1cc(-c2ccc3ccccc3c2)n[nH]1 was read as TDP-43 yeast inh 6.5%, aSyn rescue -10.3%, DRD3 agonist 8.6, EPAC2 antagonist -2.5%, DRD3 antagonist 17.4, FUS suppressor inconclusive, Abeta rescue 20.1% and EPAC2 agonist 17.0%.

Source: PubChem BioAssay
